Furin inh – human furin inhibitors, primary screen, biochemical, fluorescence intensity. P09958. purified furin, fluorogenic substrate cleavage. inhibition, % at 30 µM. 0.061% of 220,000 active; in the data active means inhibition above about 25%; further: inactives centre near -15
Thrombin inh – human alpha-thrombin inhibitors, primary screen, counter-screen for coagulation protease inhibitor project, biochemical, 1536-well, fluorogenic AMC substrate; Prothrombin (Homo sapiens), P00734; Boc-VPR-AMC fluorogenic substrate cleavage; inhibition, % at 5 µM; 0.26% of 220,000 active;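 active means inhibition at or above 40%; inactive means inhibition below 40%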;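 further: 0% = enzyme with no compound and 100% = wells without enzyme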
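Material: human alpha-thrombin protein. Incubation: reaction at ambient temperature. Technique: fluorescence of released AMC, ex 355 nm, em 460 nm. Control set: no-compound enzyme wells and no-enzyme blanks. Also added: Boc-VPR-AMC substrate, 15 µM final. Buffer or medium: pH 7.5 Tris (50 mM) with NaCl 150 mM, Tween 20 0.05%.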
Cl transport mod – KCC2 cotransporter modulators, thallium flux, primary screen, cell-based, HEK293 KCC2, FluoZin-2 fluorescence, MLSMR | 2.2% of 190,000 active | KCC2 cells, thallium flux FluoZin-2 fluorescence | B-score of Tl+ flux slope (higher = more flux/activation; lower = inhibition) at 10 µM | Solute carrier family 12 member 5 (Homo sapiens), Q9H2X9;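 active means thallium flux slope and its plate-corrected score both differing from the plate sample mean at a set confidence after two filtering rounds, in either direction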;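 further: slope of fluorescence scaled to starting intensity during 10 to 20 s after thallium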
FXIIa inh – human FXIIa protease inhibitors, primary screen, biochemical, 1536-well. purified FXIIa, Boc-QGR-AMC fluorogenic substrate, 2 h. inhibition, % at 5 µM. 0.3% of 220,000 active; in the data active means inhibition above about 40%;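 further: 0% = enzyme with no compound and 100% = blank without enzyme; many of its hits are not listed in these tables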
PERK inhibitor – block of dimerizer-induced PERK translation repression, primary screen, PERK inhibitor project, CHO PERK-DD cells, SEAP luminescence, HTS | inhibition, % at 5.6 µM | AID 1416, 2008 | 0.17% of 220,000 active | CHO PERK-DD fusion, SEAP luminescence translation reporter | Eukaryotic translation initiation factor 2-alpha kinase 3 (Homo sapiens), Q9NZJ5;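 active means inhibition above the mean inhibition of all tested compounds plus 3 SD, set separately per screening campaign, cut at about 2.9% in these data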;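 further: PERK kinase domain activated by AP20187 dimerizer at 100 nM; 0% = DMSO with dimerizer and 100% = rapamycin at 8.4 µM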
Target sequence (Q9NZJ5 whole entry, looked up, the tested form may be a part): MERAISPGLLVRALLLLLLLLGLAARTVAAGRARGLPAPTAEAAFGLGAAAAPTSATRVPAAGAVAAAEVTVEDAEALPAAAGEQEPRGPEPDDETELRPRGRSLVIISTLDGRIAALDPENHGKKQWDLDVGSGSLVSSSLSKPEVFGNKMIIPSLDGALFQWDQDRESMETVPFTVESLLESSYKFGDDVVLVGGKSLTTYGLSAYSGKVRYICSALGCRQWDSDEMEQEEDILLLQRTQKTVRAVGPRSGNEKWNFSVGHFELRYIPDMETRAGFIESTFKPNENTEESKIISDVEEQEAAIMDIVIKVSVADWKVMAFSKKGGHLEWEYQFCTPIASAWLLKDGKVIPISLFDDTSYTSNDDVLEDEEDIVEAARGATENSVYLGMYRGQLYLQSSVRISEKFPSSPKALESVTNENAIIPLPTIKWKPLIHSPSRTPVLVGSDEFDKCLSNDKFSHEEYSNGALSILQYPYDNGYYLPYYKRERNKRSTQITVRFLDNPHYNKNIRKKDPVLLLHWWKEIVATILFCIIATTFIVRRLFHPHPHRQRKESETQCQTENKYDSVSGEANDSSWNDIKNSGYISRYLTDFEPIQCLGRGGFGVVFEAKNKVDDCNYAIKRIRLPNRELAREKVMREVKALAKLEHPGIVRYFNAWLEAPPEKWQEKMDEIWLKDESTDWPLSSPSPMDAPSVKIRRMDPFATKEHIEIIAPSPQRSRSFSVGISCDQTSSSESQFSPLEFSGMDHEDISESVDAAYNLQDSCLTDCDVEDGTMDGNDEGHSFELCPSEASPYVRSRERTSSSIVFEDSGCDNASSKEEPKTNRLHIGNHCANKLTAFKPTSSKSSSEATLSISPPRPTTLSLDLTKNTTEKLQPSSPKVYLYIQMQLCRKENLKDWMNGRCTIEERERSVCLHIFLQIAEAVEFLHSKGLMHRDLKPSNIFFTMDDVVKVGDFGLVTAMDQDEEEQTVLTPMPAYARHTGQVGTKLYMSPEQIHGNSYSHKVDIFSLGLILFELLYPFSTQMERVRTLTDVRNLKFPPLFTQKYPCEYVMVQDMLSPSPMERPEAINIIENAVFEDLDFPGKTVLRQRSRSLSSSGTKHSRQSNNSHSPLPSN
Wee1 stabilizer – Wee1 degradation inhibitors, primary screen, cell-based, HeLa, Wee1K328M-luciferase, luminescence | Wee1-like protein kinase (Homo sapiens), P30291 | HeLa Luc-Wee1K328M stability; 100% = proteasome inhibitor MG132 effect | reporter increase, % at 5 µM | 1.2% of 220,000 active | AID 1321, 2008;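 active means activation above the mean of all tested compounds plus 3 SD, set per screening run, cut at about 8.8% in these data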;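 further: cells exposed to compound for 20 h before luminescence read; 0% = DMSO alone and 100% = MG132 at 30 µM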
p97 inhibitor – inhibitors of human p97 ATPase, primary screen, biochemical. Transitional endoplasmic reticulum ATPase (Homo sapiens), P55072. recombinant p97 ATPase, Kinase-Glo ATP luminescence, 3 h. inhibition, % at 8 µM. 0.42% of 220,000 active; in the data active means inhibition above about 15%;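 further: 0% = DMSO vehicle and 100% = wells lacking enzyme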
KLK5 inh – human KLK5 protease inhibitors, primary screen, biochemical, 1536-well. inhibition, % at 5 µM. recombinant hK5, fluorogenic AMC substrate cleavage. 0.59% of 210,000 active. Kallikrein-5 (Homo sapiens), Q9Y337;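 active means inhibition of 40% or more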;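 further: 0% = enzyme controls without compound and 100% = no-enzyme blanks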
FXIa inh – human FXIa protease inhibitors, primary screen, biochemical, 1536-well; purified FXIa, Boc-Glu-Ala-Arg-AMC fluorogenic substrate; AID 798, 2007; 0.14% of 220,000 active; inhibition, % at 5 µM;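 active means inhibition of at least 40%; inactive means inhibition below 40%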;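 further: fluorescence of freed AMC excited at 355 nm; 0% = enzyme without compound and 100% = no enzyme blank; many of its hits are not listed in these tables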
An asterisk follows results filed as active; nt = not tested or not shown; [ ] = another dose, or the depositor's remark.

SMILES	Furin inh	Thrombin inh	Cl transport mod	FXIIa inh	PERK inhibitor	Wee1 stabilizer	p97 inhibitor	KLK5 inh	FXIa inh
CC1=C/C(=C\c2ccc(Br)o2)C(=O)O1	-13	9	-0.22	-1	0.5	0	8	-20	-2
CC12C(=O)N(n3cnnc3)C(=O)C1C1C=CC2C1 (stereo unspecified)	-7[20 µM]	-10	0.18	-2	1.5	0	0	-22	-5
O=[N+]([O-])c1ccc(COc2cccc(CNc3ccc(Br)cc3)c2)cc1	-13	-11	1.5	5	0.3	6	-2	-9	-4
Cc1cc(NC(=O)CO/N=C/c2ccc3c(c2)OCO3)ccc1Br	-29	5	-0.72	10	1.5	-2	2	-3	-2
Cc1ccccc1OCc1nnc(SCC(=O)N2c3ccccc3Sc3ccc(Cl)cc32)o1	-12	-1	nt	14	-0.2	0	-4	-10	-4
Clc1nccnc1-c1ccccc1	-9	-8	0.71	0	0.4	-2	1	-7	2
CCOc1ccc(Br)cc1S(=O)(=O)Nc1ccccc1N1CCOCC1	-11	7	nt	15	-0.5	1	-2	-1	2
Cc1ccc(NC(=O)Cn2c(O)c(N=NS(=O)(=O)c3ccc(C)cc3)c3ccccc32)cc1	-24	2	2.1	7	0.5	0	5	-5	9
CN(C(=O)COC(=O)c1ccc([N+](=O)[O-])cc1Cl)C1CCCCC1	-28	19	0.92	3	0.1	0	0	-1	-4
O=C1CCc2ccc(NS(=O)(=O)c3ccc(F)cc3)cc2N1	-32	-7	0.052	4	2.1	-2	5	-3	-4
COc1cc(CCC(=O)Oc2ccc(C(C)=O)cc2)cc(OC)c1OC	-21	-6	-0.91	26	1.6	-2	4	-3	20
CC(=O)c1c(C)[nH]c(C(=O)CSc2nnc(-c3ccccc3)n2Cc2ccc3c(c2)OCO3)c1C	-15[20 µM]	0	nt	7	-1.4	1	2	-11	1

A draw from above in order of SMILES length, descending:
SMILES	Furin inh	Thrombin inh	Cl transport mod	FXIIa inh	PERK inhibitor	Wee1 stabilizer	p97 inhibitor	KLK5 inh	FXIa inh
Cc1ccc(NC(=O)Cn2c(O)c(N=NS(=O)(=O)c3ccc(C)cc3)c3ccccc32)cc1	-24	2	2.1	7	0.5	0	5	-5	9
O=[N+]([O-])c1ccc(COc2cccc(CNc3ccc(Br)cc3)c2)cc1	-13	-11	1.5	5	0.3	6	-2	-9	-4
CC1=C/C(=C\c2ccc(Br)o2)C(=O)O1	-13	9	-0.22	-1	0.5	0	8	-20	-2

Additional compounds follow:
SMILES	Furin inh	Thrombin inh	Cl transport mod	FXIIa inh	PERK inhibitor	Wee1 stabilizer	p97 inhibitor	KLK5 inh	FXIa inh
COc1ccccc1-c1ccc(/C=C2/C=C(CC(C)C)OC2=O)o1	-11	0	-0.63	9	-0.4	2	1	-17	1
N#Cc1ccccc1Cn1cc(C#N)c2ccccc21	-15[20 µM]	-5	-2.6	2	0.8	0	-3	-7	-3
COC(=O)c1ccccc1NC(=O)CSc1nnc(-c2ccncc2)o1	-24	0	-0.032	11	0.5	4	6	10	-3
FC(F)(F)c1cccc(OCc2noc(-c3ccsc3)n2)c1	-21	0	-0.21	10	-0.6	4	1	0	4
O=C(CN1CCOCC1)NNC(=S)Nc1ccc(Cl)cc1	-2	-4	1.2	10	1.2	-3	2	-2	16
Cc1nc(Nc2ccccc2)sc1C(=O)c1ccccc1	-8	-1	-0.22	8	1.2	-2	5	-6	6
CCCCn1c(SCc2ccccn2)nc2c1c(=O)n(C)c(=O)n2C	-15[20 µM]	5	-0.15	16	-0.9	1	-5	-5	8
O=C(c1nc2ccccc2[nH]1)c1ccccc1[N+](=O)[O-]	-10	-4	0.13	4	0.8	2	1	7	3
O=C1OC(N2CCN(C/C=C/c3ccccc3)CC2)c2ccccc21 (stereo unspecified)	-8	1	0.99	4	-0.6	-1	1	-6	-7
COc1ccc(C2C3(C#N)C(N)=NC(OC)(OC)C23C#N)cc1 (stereo unspecified)	-20	0	nt	8	1.9	-2	9	2	-1
CCOc1ccc(N2CC(C(=O)Nc3ccccc3N3CCOCC3)CC2=O)cc1 (stereo unspecified)	-25[20 µM]	-5	nt	-12	-1.8	0	-1	-11	1
Cc1c(CNCc2cccs2)c(C(=O)O)c(C)n1Cc1ccccc1	-24[20 µM]	-2	0.68	2	0.8	3	2	1	-8
O=C(Nc1ccc(F)c(Cl)c1)C1CC(=O)n2c(nc3ccccc32)N1 (stereo unspecified)	-22	-5	0	7	1.0	-1	2	-8	5
O=C1c2cccc3cccc(c23)C(=O)N1OS(=O)(=O)c1ccc(Br)cc1	-11	-1	0.28	15	0.6	1	7	-5	9
O=C(O)C1(S(=O)(=O)CCC(F)=C(F)F)CC1	-17	-6	0.81	8	0.4	1	7	2	17
CCOc1nc(-c2ccccc2)ccc1-c1noc(-c2cccs2)n1	-24	-1	0.34	-3	0.9	1	0	1	7
CCOC(=O)c1cccc(NC2c3ccccc3C(=O)N2Cc2ccco2)c1 (stereo unspecified)	-9	-5	-1.2	11	-0.3	0	9	3	0
COc1cc(/C=N/n2cnnc2)ccc1OCCOc1ccccc1	-5	1	nt	30	1.4	2	-3	-1	17
CCN(CC)C1CCN(C(=O)c2cc(COc3ccc(F)cc3Cl)on2)C1 (stereo unspecified)	-26	-6	-1.8	8	0.7	3	-1	nt	-2
Cc1cc2cc(CNC(=O)c3cccc([N+](=O)[O-])c3)ccc2[nH]1	-12	0	-1	18	0.4	2	7	-6	8
CCC(=O)N1CCc2cc(Br)cc(S(=O)(=O)CCC(=O)NCCc3ccccc3)c21	-15[20 µM]	1	-0.27	1	-0.3	0	-5	-2	-2
O=C(NCc1ccco1)c1cccc2ccccc12	-22	-7	0.36	4	0.8	-3	3	-5	-4
Cn1c(=O)[nH]c(=O)c2c1nc(NCc1ccco1)n2Cc1ccccc1Cl	-2	-2	-0.063	6	-0.8	-3	1	-3	-6
COc1ccc(NC2=Nc3ccccc3CC2)cc1	-16	1	-0.62	11	-0.2	-1	5	6	-3
COC(=O)CNC(=O)CCc1nnc(C2(c3ccc(Cl)cc3)CCC2)o1	-15	-11	-1.4	6	0.2	0	-4	-4	-7
CCC(C)NC(=O)CSc1n[nH]c(-c2cc(Cl)ccc2OC)n1 (stereo unspecified)	-27	-22	0.18	7	-0.1	-2	3	-5	-11
Cn1c(C(=O)N2CCCC(C(=O)NCc3ccc4c(c3)OCO4)C2)cc2sccc21 (stereo unspecified)	-27	0	nt	12	-0.5	-2	-4	-1	0
CCCOC(=O)c1c(NC(=O)/C=C/c2cnn(C)c2C)sc(C(=O)OC)c1C	-6[20 µM]	-15	0.13	2	0.3	-2	-1	-63	-8
COc1ccc(-n2c(=O)c3ccccc3n(Cc3ccccc3F)c2=O)cc1OC	-14	3	-0.15	-2	-0.2	0	0	-14	-6
Cc1csc(SCC(=O)N2CCN(S(=O)(=O)c3ccccc3)CC2)n1	-20	5	nt	29	-0.3	2	3	-1	17
CCOC(=O)C1=C(c2ccccc2)NC(SCC(=O)Nc2ccccc2C)=C(C#N)C1c1ccco1 (stereo unspecified)	-24[20 µM]	-3	-0.59	-9	-0.7	0	5	-10	4
COc1ccc(-c2c(C)n([O-])c3c([n+]2=O)CCC3)cc1OC	-14[20 µM]	-12	-0.46	21	0.8	1	-1	-10	-5
CC(=O)c1cnc(-c2cccc(Cl)c2)s1	-10	-1	0.58	5	0.5	-3	4	-7	1
NC(=O)c1c(NC(=O)COC(=O)CSc2nnc(-c3ccc(Cl)cc3)o2)sc2c1CCC2	-15	7	0.16	16	0.6	-2	7	-14	1
CCN(CC)C(=O)CNC(=S)N(CCCN1CCOCC1)Cc1cccs1	-22	-11	-0.19	8	-1.0	1	7	-4	-2
Cc1cc(Nc2ccccc2)nn1C(=O)c1ccc([N+](=O)[O-])cc1	-13[20 µM]	1	-1.4	19	0.2	-3	1	-5	5
CCNc1ccc(S(=O)(=O)C(F)(F)F)cc1NC(=O)C12CCC(CC1)C2	-14[20 µM]	36	nt	-2	1.4	4	7	-14	-14
CC(C)C[C@@H]1NC(=O)[C@H](Cc2ccc(O)cc2)NC(=O)c2cc([N+](=O)[O-])cc(I)c2NCCC[C@@H](C(N)=O)NC1=O	-19	-1	0.041	11	0.8	-1	16*	-10	5
COc1ccc(-n2c(C)c([N+](=O)[O-])c3ccc(O)c(CN(C)C)c32)cc1	-8[20 µM]	2	-0.8	11	0.7	-1	3	-24	7
C/C(=N\Nc1cccc2cccnc12)c1ccccn1	-17	-4	-0.026	3	0.9	-1	-5	-4	-3
NC(=O)c1cccc2c1C(=O)N(C1CCCCC1)C2	-11	-6	-0.92	17	-0.5	-2	-1	-5	-2
COC(=O)C1=C(C)Nc2nc3ccccc3n2C1c1cc(OC)c(OC)c(OC)c1 (stereo unspecified)	-5	0	0.32	4	-1.6	3	6	4	4
COc1ccc(CC(=O)NNS(=O)(=O)c2ccc(F)cc2)cc1OC	-17	4	0.17	3	-0.1	8.9*	4	-1	-3
CC(C)C(=O)c1cn(CC(=O)NCc2ccco2)c2ccccc12	-17[20 µM]	4	-2.1	10	-1.0	-1	-5	-7	4
C=CCOc1nc(N(C)C)nc(N(C)C)n1	-22[20 µM]	2	0.48	18	0.0	2	-6	-25	5
CC1CCc2c(sc3nc(CN4CCOCC4)nc(N4CCc5ccccc5C4)c23)C1 (stereo unspecified)	-11	-2	0.35	2	-0.5	-1	2	-12	5
CCc1nc(N2CCN(C(=O)c3ccco3)CC2)c2oc3ccccc3c2n1	2	-4	nt	-1	0.8	-1	1	18	0
Cc1cccc(N(CC(=O)NC(C)(C)C)C(=O)CS(=O)CC(=O)Nc2ccc(F)cc2)c1 (stereo unspecified)	-29	-15	0.67	2	0.0	1	1	-1	-4
CCOC(=O)N1CCN(Cc2cc(Cl)c3cccnc3c2O)CC1	-12	-5	1.2	13	-0.3	2	-3	-8	4
COc1ccc(OC)c2c1sc(=NC(=O)C(C)(C)C)n2C	-1	-8	-0.59	6	1.2	0	1	-8	-7
CCc1ccc(C2CC(c3ccc(Cl)cc3)=NNC2=O)cc1 (stereo unspecified)	-15[20 µM]	-3	nt	3	-0.1	-1	0	-18	-3
O=Cc1ccc(Oc2cnccn2)cc1	-17	-1	0.9	7	1.1	4	4	2	4
N#C/C(=N\Nc1ccccc1)C(=N)N1CCOCC1	-9	-3	-0.73	6	0.6	7	7	-6	7
CCCC(C)NC(=O)CSc1nc2ccc(C)cc2[nH]1 (stereo unspecified)	-21	-21	-0.45	8	0.1	2	-3	-3	-10

3 of the entries above in order of their number in p97 inhibitor, smallest number first.
Molecule	p97 inhibitor
CCc1ccc(C2CC(c3ccc(Cl)cc3)=NNC2=O)cc1 (stereo unspecified)	0
COc1ccc(OC)c2c1sc(=NC(=O)C(C)(C)C)n2C	1
N#C/C(=N\Nc1ccccc1)C(=N)N1CCOCC1	7
